# High-throughput results (PubChem)
# SRC1 TRFRET art = flags TR-FRET format artefacts in PPARgamma SRC-1 recruitment agonist screen; TR-FRET detection artefact counter-screen, emission ratio; hits give high values; TR-FRET ratio at 8 µM; actives 0.34% (n = 99,000); AID 1051; in the data active = TR-FRET ratio above about 2300; also: inactives centre near 1800; reference of the scale not given here
# SRC3 TRFRET art = flags TR-FRET format artefacts in PPARgamma SRC-3 recruitment agonist screen; TR-FRET artefact counter-screen, PPARgamma/SRC-3 format; hits give high values; TR-FRET ratio at 8 µM; actives 0.39% (n = 99,000); AID 1048; in the data active = TR-FRET ratio above about 2000; also: inactives centre near 1600; reference of the scale not given here
# Numbers without * were called inactive; & = joins results of further samples.
SMILES,SRC1 TRFRET art,SRC3 TRFRET art
CSc1nnc2c3cc(C)ccc3n(Cc3ccccc3)c2n1,1941,1600
Cc1ccccc1C1N(c2nccs2)C(=O)C2CCCN21 (stereo not drawn),1947,1377
N#C/C(C(=S)Nc1ccccc1)=C1/NN=C(N2CCOCC2)N1c1ccccc1,1749,1553
CCc1ccc(/C(C)=N/NC(=O)c2ccccn2)cc1,1790,1448
Cn1c(CCCOc2ccc(Cl)cc2Cl)nnc1SCC(=O)Nc1cccc(F)c1,1714,1575
CC1=NN(c2ccccc2)C(=O)C1c1ccccc1 (stereo not drawn),1758,1765
O=C(CN1CCN(c2ccc(O)cc2)CC1)Nc1ccc2c(c1)OCCO2,1802,1716
c1ccc(-c2nc3ccccn3c2NC2CCCC2)nc1,1856,1614
O/N=C/c1ccc(OCc2ccccc2)c(Br)c1,2137,1657
Cn1c(CN2CCCC2)c(C#N)c2ccccc21,1740,1560
CCOC(=O)c1ccc(NC(=O)N2CCN(c3ccccc3OC)CC2)cc1,1869,1645
COc1ccccc1OCc1nc(-c2ccc([N+](=O)[O-])cc2)no1,1489,1674
CCc1cccc2c(C(=O)CN3C(=O)NC(C)(c4cccc5ccccc45)C3=O)c[nH]c12 (stereo not drawn),1670,1674
O=C(N/N=C/c1cccnc1)c1ccccc1OCc1ccc(Cl)cc1,1790,1680
CC(C)Nc1nc(NC(C)C)nc(N(C#N)C(C)C(=O)N(C)C)n1 (stereo not drawn),2050,1766
COc1ccccc1/C=C/C(=O)OCC(=O)Nc1cc(C(F)(F)F)ccc1N1CCOCC1,1923,1682
Cn1ccnc1SCC(=O)N1CCN(S(=O)(=O)c2ccccc2)CC1,1821,1662
CCOC(=O)c1c(-c2ccc(OC)cc2)csc1NC(=O)CSc1ncnc2sccc12,1915,1762
O=C(NC(Cc1ccccc1)C(=O)O)/C(=C\c1ccco1)NC(=O)c1ccccc1 (stereo not drawn),1734,1686
CCOC(=O)N1CCN(C(=O)c2cn(CC)c3ccc(S(=O)(=O)N4CCC(C)CC4)cc3c2=O)CC1,1704,1805
CC1(c2ccccc2)CC(C)(C)N2C(=O)C(=O)c3cccc1c32 (stereo not drawn),1965,1604
CCCN(CCC)S(=O)(=O)c1ccc(C(=O)OCCN2C(=O)c3cccc4c(N5CCOCC5)ccc(c34)C2=O)cc1,1661,1762
O=C(CSc1cn(CC(=O)N2CCCCC2)c2ccccc12)NCC1CCCO1 (stereo not drawn),1833,1523
CC1S/C(=C(\C#N)C(=O)NCc2ccco2)N(Cc2ccco2)C1=O (stereo not drawn),1904,1431
O=C(NCc1cccnc1)c1ccc(N2CCOCC2)c([N+](=O)[O-])c1,1735,1733
COc1cc2c(cc1OC)C[N+](C)(C)CC2,1953,1750
CCOC(=O)CNC(=O)c1nn(-c2cccc(OC)c2)c(=O)c2ccccc12,1547,1678
O=C1NC2(CCCCC2)C(=O)N1CCS(=O)(=O)Oc1ccc(Br)cc1,1992,1411
C(=N\N1CCN(Cc2ccccc2)CC1)/c1cccnc1,1472,1539
COC(=O)C1=C(C)Nc2c(c(=O)n(C)c(=O)n2C)C1c1ccncc1 (stereo not drawn),1677,1686
O=C(CSc1nc2ccccc2c(=O)n1-c1ccccc1)NC(=O)CN1CCCC1=O,1631,1586
CN1[C@@H](CC(=O)c2ccccc2)CCC[C@H]1C[C@H](O)c1ccccc1,1805&1738,1698&1642
COc1ccccc1C1(CCNS(=O)(=O)c2ccc(C)cc2)CCOC(C(C)C)C1 (stereo not drawn),1876,1598
Cc1ccc(N(C(C)C(=O)NCc2ccncc2)S(C)(=O)=O)cc1C (stereo not drawn),1979,1797
CC(=O)Nc1cccc2c1C(=O)N(c1ccccc1OC(C)=O)C2=O,1840,1527
Cc1cccc(NC(=O)Nc2ccncc2)c1,1864,1518
Cc1ccnc(NC(=S)NC(=O)c2cccs2)c1,1761,1618
Cc1cc(OC(=O)c2ccccc2Cl)ccc1N1C(=O)CCC1=O,1781,1727
CC(OC(=O)c1cccnc1Cl)C(=O)Nc1ccc(S(N)(=O)=O)cc1 (stereo not drawn),1967,1651
CCCCn1c(=O)[nH]c(=O)c2c(C(=O)OCC)cc(-c3cccs3)nc21,1996,1305
C=CCn1c(C)c(C(C)=O)cc(NC(=O)c2ccccc2)c1=O,1780,1751
CC1CCC(=NNc2ccc(C(F)(F)F)cc2[N+](=O)[O-])CC1 (stereo not drawn),1878,1810
CCOc1ccc(NC(=O)CCC(=O)N/N=C/c2ccc3c(c2)OCO3)cc1,1784,1465
COc1ccc(O)c(C(=O)c2cnc3c(c2)c(-c2ccc(F)cc2)c(C#N)c(=O)n3C)c1,1710,1412
COC(=O)N/N=C/c1ccc(-c2ccc(C)c(Cl)c2)o1,2208,1816
On1nnc2cc(C(F)(F)F)ccc21,1853,1587
COCCn1cnnc1SCC(=O)c1ccc(S(=O)(=O)N2CCCC2)cc1,1707,1298
CCOC(=O)C1=C(C)NC(=S)NC1c1cccs1 (stereo not drawn),1611,1526
Cc1cc(N2CCN(C)CC2)ccc1NC(=O)c1c2c(nc3ccccc13)CCN(Cc1ccccc1)C2,1832,1700
COc1ccc(OC)c(C2C(C(=O)Nc3ccc(F)cc3)=C(C)Nc3nc(CCCO)nn32)c1 (stereo not drawn),1681,1492
COc1ccc(-c2nc3c4ccccc4ccn3c2C=O)cc1,1761,1540
CCCN1CCN(C(=S)Nc2ccccc2C(F)(F)F)CC1,1782,1558
C=CCOC(=O)C1=C(C)Nc2nnnn2C1c1cc(OC)ccc1OC (stereo not drawn),1820,1735
CCOC(=O)N/N=C(\C)c1cccs1,1629,1509
O=C(NN=C1CCC(=NNC(=O)c2cccnc2)CC1)c1cccnc1,1596,1646
COC(=O)c1sccc1NC(=O)c1ccccc1[N+](=O)[O-],1811,1611
COc1cc(/C=N/Nc2ccc(S(N)(=O)=O)cc2)cc(OC)c1OC,2031,1591
CCOC(=O)Cc1cc(=O)n2[nH]c(C)c(-c3ccccc3OC)c2n1,1599,1503
CC(C(=O)N1CCc2ccccc21)N1CCN(c2ccccn2)CC1 (stereo not drawn),1663,1505
CCOC(=O)Cc1csc(NC(=O)COc2ccc(C)cc2)n1,1633,1527

# 14 compounds already listed, ordered by length of the SMILES, rising:
SMILES,SRC1 TRFRET art,SRC3 TRFRET art
On1nnc2cc(C(F)(F)F)ccc21,1853,1587
CCOC(=O)C1=C(C)NC(=S)NC1c1cccs1 (stereo not drawn),1611,1526
COc1ccc(-c2nc3c4ccccc4ccn3c2C=O)cc1,1761,1540
CCOC(=O)Cc1csc(NC(=O)COc2ccc(C)cc2)n1,1633,1527
COC(=O)N/N=C/c1ccc(-c2ccc(C)c(Cl)c2)o1,2208,1816
CC(C(=O)N1CCc2ccccc21)N1CCN(c2ccccn2)CC1 (stereo not drawn),1663,1505
C=CCn1c(C)c(C(C)=O)cc(NC(=O)c2ccccc2)c1=O,1780,1751
O=C(NN=C1CCC(=NNC(=O)c2cccnc2)CC1)c1cccnc1,1596,1646
COCCn1cnnc1SCC(=O)c1ccc(S(=O)(=O)N2CCCC2)cc1,1707,1298
CCOC(=O)Cc1cc(=O)n2[nH]c(C)c(-c3ccccc3OC)c2n1,1599,1503
CCOc1ccc(NC(=O)CCC(=O)N/N=C/c2ccc3c(c2)OCO3)cc1,1784,1465
COc1ccc(OC)c(C2C(C(=O)Nc3ccc(F)cc3)=C(C)Nc3nc(CCCO)nn32)c1 (stereo not drawn),1681,1492
COc1ccc(O)c(C(=O)c2cnc3c(c2)c(-c2ccc(F)cc2)c(C#N)c(=O)n3C)c1,1710,1412
Cc1cc(N2CCN(C)CC2)ccc1NC(=O)c1c2c(nc3ccccc13)CCN(Cc1ccccc1)C2,1832,1700

# Returning to the listing, repeating the two entries before the break.
SMILES,SRC1 TRFRET art,SRC3 TRFRET art
CC(C(=O)N1CCc2ccccc21)N1CCN(c2ccccn2)CC1 (stereo not drawn),1663,1505
CCOC(=O)Cc1csc(NC(=O)COc2ccc(C)cc2)n1,1633,1527
CCCCCCCCSc1n[nH]c(N)n1,1799,1472
COc1cc(/C=C/C(=O)OCC(=O)NC2CC2)cc(S(=O)(=O)N2CCc3ccccc32)c1OC,2018,1704
CCC(=O)NC(Nc1sc2c(c1C(=O)OC)CCC2)C(Cl)(Cl)Cl (stereo not drawn),1912,1856
CSc1ncccc1C(=O)Nc1nnc(C2CC2)s1,1655,1433
O=C(COC(=O)c1sc2ccccc2c1Cl)NC1CCCCC1,1999,1619
CCN(CCO)Cc1csc2cc(C)ccc12,1655,1529
O=C(/C(C=Nc1cc2c(oc1=O)CCCC2=O)=C(\O)c1ccccc1)c1ccccc1,1631,1637
COc1ccc(NC(=O)C2CCC(CNS(=O)(=O)c3cccs3)CC2)cc1 (stereo not drawn),1687,1550
CCC(C)(C)NC(=O)CN(C(=O)c1csnn1)c1cccc2c1CCCC2,1711,1564
O=C(COC(=O)c1ccc(O)cc1)Nc1ccccc1-c1ccccc1,1803,1630
CCCCC(=O)NC1=C(C(=O)OC)SCC1,1746,1486
CCOC1=C/C(=C/c2c(N)n3nc(-c4ccccc4)sc3nc2=O)C=CC1=O,2092,1780
CNc1nc(-c2ccc3c(c2)CCN3C(=O)c2ccccc2C)cs1,1601,1570
Cc1ccc2nc(SCC(=O)Nc3cc([N+](=O)[O-])ccc3F)[nH]c2c1,2046,1596
CCOC(=O)c1c(/N=C/C2=C(O)CCCC2=O)sc(C)c1C,1666,1818
CCCCP(=O)(CCCC)CCP(=O)(c1ccccc1)c1ccccc1,1759,1538
Cc1[nH]c2ccccc2c1C(=O)COC(=O)Cn1c(C)nc2ccccc21,1985,1710
Cc1cc2ccccn2c1C(=S)NC(=O)c1ccccc1,1678,1360
Cc1ccc([N+](=O)[O-])cc1N(CC(=O)Nc1ccc(S(=O)(=O)Nc2cccc(C(F)(F)F)c2)cc1)S(C)(=O)=O,1880,1552
O=C(N/N=C1/CC(c2ccccc2)Oc2ccccc21)C1CC1 (stereo not drawn),1653,1681
Cc1ccnc(N2C(=O)c3ccccc3C2Nc2cccc(C)c2C)c1 (stereo not drawn),1824,1600
COc1ccccc1/C=C(\NC(=O)c1ccc(OC)c(OC)c1)C(=O)Nc1cccc([N+](=O)[O-])c1,1920,1672
Cc1ccc(CSc2nc3ccncc3n2CC(=O)Nc2cc(C)cc(C)c2)cc1,1895,1570
O=C(CN1C(=O)c2ccccc2C1=O)Nc1ccc(Cl)cn1,1841,1421
CC(C)CNC(=O)c1cccc(NC(=O)C(C)Oc2ccccc2)c1 (stereo not drawn),1585,1561
CN1CCNC(=O)C1CC(=O)NCC1(c2ccccc2)CCCCC1 (stereo not drawn),1716,1686
CCOC(=O)N1CCC(N2C(=O)c3ccc(C(=O)Nc4ccc(F)cc4F)cc3C2=O)CC1,1838,1657
O=C(N/N=C/c1ccncc1)c1ccc(NS(=O)(=O)c2cccs2)cc1,1946,1627
CC(=O)c1ccc(NC(=O)C(C)N(C)CC(=O)Nc2ccc(Cl)cc2)cc1 (stereo not drawn),1827,1566
CCc1nnc(NC(=O)/C=C/c2cccs2)s1,1947,1677
Cc1ccc(CSC2=NCCN2C(=O)c2ccc([N+](=O)[O-])cc2)cc1,1779,1590
S=C(NCc1ccc2c(c1)OCO2)Nc1ccc(-c2nc3ccccc3[nH]2)cc1,1810,1431
O=c1c2ccccc2nc(/C=C/c2c[nH]c3ccccc23)n1CCO,1830,1796
O=C(Cc1ccc(Br)cc1)N1CCN(c2ccccn2)CC1,1728,1618
COc1ccc(-c2csc(NC(=O)CN3C(=O)CCC3=O)n2)cc1OC,1780,1563
CC(=O)c1sc(NC(=O)COc2c(C)cc(Cl)cc2C)nc1C,1754,1502
COC(=O)C1CSC(C)(C)C(=O)N1 (stereo not drawn),1739,1466
O=C(Nc1cccnc1)c1ccc(NS(=O)(=O)c2cccc([N+](=O)[O-])c2)cc1,1574,1581
Cc1ccc(C(C)C)cc1OCC(=O)N/N=C/c1ccc2c(c1)OCCO2,1679,1353
CC1(C)Nc2ccccc2C(=O)N1NC(=O)c1ccccc1,1684,1511
COc1ccc(OC)c(-c2cnc(OC(C)(C)C)nc2OC(C)(C)C)c1,1621,1653
CCOCC(=O)OCC(=O)NC12CC3CC(CC(C3)C1)C2,1627,1530
Cc1oc(-c2ccccc2Cl)nc1CN1CCCCC1CO (stereo not drawn),1465,1591
O=C(Oc1ccccc1C(=O)Nc1ccccc1)c1ccc(Br)c([N+](=O)[O-])c1,1682,1300
COc1ccc(CC2(CO)CCN(S(=O)(=O)c3c(C)nn(C)c3Cl)CC2)cc1,1910,1604
Cc1c(NC(=O)c2cc(-c3cccs3)nc3ccccc23)c(=O)n(-c2ccccc2)n1C,1888,1494
O=C(O)CCSc1ccccn1,1873,1564
Cc1nnc(-c2ccccc2)nc1N(C)C,1767,1452
CC1=NN(c2nc(-c3ccccc3)cs2)C(=O)C1N=Nc1ccccc1 (stereo not drawn),1751,1823
CCCCCC(=O)N/N=C(\C)c1ccc(N2CCCCC2)cc1,1986,1720
Cc1cc(C(=O)NCC(=O)OCC(=O)NCCc2ccccc2)ccc1[N+](=O)[O-],1809,1702
CCOC(=O)N1CCN(C(=O)CNC(=O)Cn2cnc3ccccc3c2=O)CC1,2100,1548
N#CCCN(C(=O)COC(=O)C1CCN(S(=O)(=O)c2cccs2)CC1)c1ccccc1,1903,1576
CC(C)(O)C(=O)NNC(=S)Nc1cccc(C(F)(F)F)c1,1690,1573
CCn1ncc(CNC(=O)C2(C)CC2(Br)Br)c1C (stereo not drawn),1888,1567
Cc1c(C2C(C#N)=C(N)N(c3ccccc3C#N)C3=C2C(=O)CCC3)cnn1C (stereo not drawn),1959,1543
Cc1ccc(C)n1NC(=O)c1ccccc1[N+](=O)[O-],1864,1539
COc1cc(/C=c2\sc3nc(=O)c(-c4ccccc4)nn3c2=O)ccc1OCCC(C)C,1886,1586
O=C(Cc1ccc(-c2ccccc2)cc1)NNC(=S)NCc1ccco1,1766,1688

# Some of the compounds tested, so the mix of outcomes need not match the whole.
